From PubChem BioAssay
Cav32 inh – Cav3.2 calcium influx blockers – cell-based, Fluo-4 calcium fluorescence, FDSS, MLSMR library, primary screen; AID 449739, 2010; Voltage-dependent T-type calcium channel subunit alpha-1H (Homo sapiens), O95180; hit rate 4% among 100,000; Cav3.2-expressing cells; hits give low values; B-score at 10 µM;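 active means single-dose well whose peak fluorescence ratio is a statistical outlier from its plate by either plate-standardised score or position-corrected B-score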
* marks the source's active call; other numbers are inactive results. These rows are one share of the data; count on the stated rates, not on these rows.

SMILES	Cav32 inh
CC(C)(C)NC(=O)CC(c1ccccc1)c1ccccc1O (configuration not stated)	0.012
COC(=O)[C@@H]1C[C@H]2CC[C@H](O)C[C@H]2N1Cc1ccc(Cl)cc1	-1.8
COc1ccc2ccc(=O)oc2c1CC(O)C(C)(C)O (configuration not stated)	-0.0062
CC(Cc1ccccc1)C(=O)NCCO (configuration not stated)	-1.2
Cc1ccc(S(=O)(=O)N2CCN(C(=O)C3Cc4ccccc4CN3C(=O)c3ccco3)CC2)cc1 (configuration not stated)	2.7
O=C(NCCC1=CCCCC1)c1ccc(F)c(S(=O)(=O)N2CCOCC2)c1	-0.31
CCN(CC)c1ncnc2sc(C(=O)N3CCN(c4ccccc4)CC3)c(C)c12	-0.21
CCOc1cc(C(=O)NC(C)CC)cc(OCC)c1OCC (configuration not stated)	-0.53
CC(C)CC(c1nnnn1CC1CCCO1)N1CCN(c2cccc(Cl)c2)CC1 (configuration not stated)	-1.2
CN1CCN(C(=O)C2=C[C@@H](c3ccc(C(F)(F)F)cc3)C[C@@H](OCc3ccc(CO)cc3)O2)CC1	1.2
O=C(OCc1ccc2c(c1)OCO2)c1ccc(S(=O)(=O)N2CCCCC2)cc1	-0.013
COCCn1c(C)nc2oc3ccc(Br)cc3c(=O)c2c1=O	-0.25
O=C(NC1=NC2CCCCC2N1)c1ccccc1 (configuration not stated)	0.27
COc1ccccc1-c1cc(C(=O)Nc2cc(C)nn2-c2ccccc2)no1	0.24
COCCn1c(C)cc(C(=O)COC(=O)c2ccc(N3CCCC3=O)cc2)c1C	0.15
Cc1cc(=O)oc2cc3c(cc12)OCCO3	-0.65
Cc1nc(C(=O)Nc2ccc(Cl)cc2)sc1C1(C)CC(c2ccccc2)=NO1 (configuration not stated)	0.2
Cc1nc(C(=O)NC2CCCCC2)sc1C1(C)CC(c2cccnc2)=NO1 (configuration not stated)	-1.1
CC1Cc2ccccc2N1C(=O)Cn1cnc2ccccc2c1=O (configuration not stated)	0.052
Cc1ccc(C(=O)Nc2cccc(C(=O)NCc3ccccc3)c2)o1	0.052
COc1ccc(Nc2nnc(-c3ccc(N4CCOCC4)c([N+](=O)[O-])c3)c3ccccc23)cc1	-0.024
COc1ccc(C(=O)NCC(c2ccc(F)cc2)N2CCOCC2)cc1S(=O)(=O)N1CCCC1 (configuration not stated)	0.9
CCOC(=O)c1sc2nc(N3CCOCC3)c3c(c2c1N)CC(C)(C)N(C)C3	0.93
O=C(CC12CC3CC(CC(C3)C1)C2)NCC(=O)N1CCCC1	0.62
CCOC(=O)c1c(C)c(C(=O)N2CCN(c3cccc(Cl)c3)CC2)c(C)n1C	-0.62
CCN(CC)CCOC(=O)c1cccc(Br)c1	0.99
COc1ccc(CN2CCn3ncc(C(=O)Nc4ccccc4)c3C2=O)cc1	-0.045
CCOC(=O)/C=c1\s/c(=C\c2c(OCC)ccc3ccccc23)c(=O)n1CC(=O)NCC1CCCO1 (configuration not stated)	-6.4*
CN(C)/C=C(/C(=O)c1ccc(Cl)cc1Cl)S(=O)(=O)c1ccc(Cl)cc1	-0.057
Cc1ccc(Oc2ncc(CN3CCOCC3)s2)cc1	0.95
C=CCn1c(Cc2cccs2)nnc1SCC(=O)Nc1cc(OC)cc(OC)c1	1.2
COC(=O)c1ccc(NC(=O)c2cn(-c3cccc(C)n3)cn2)cc1	0.94
c1ccc(COc2ccc(OCCOCCn3cncn3)cc2)cc1	0.18
NS(=O)(=O)c1ccc(Cc2ncc(C(F)(F)F)cc2Cl)s1	-0.33
COc1ccccc1CNC(=O)[C@@H]1CCCN1C(=O)C1CCN(S(=O)(=O)c2ccc(C)cc2)CC1	0.36
COC(=O)c1ccc(COC(=O)c2ccccn2)cc1	0.12
C=CCNC(=O)c1ccc(C)cc1Cl	0.2
CCNc1nc(SC)nc(N(C#N)CC(=O)OC)n1	0.17
CS(=O)(=O)c1ccc2nc(NC(=O)C3C4C=CC(C4)C3C(=O)O)sc2c1 (configuration not stated)	0.64
CC(C)CCNC(=O)c1onc(CSc2ccc(Cl)cc2)c1C(=O)NCCC(C)C	-0.77
O=c1[nH][nH]c2nc(C(F)(F)F)cc(C(F)(F)F)c12	0.93
COc1ccc(Cc2nnc(SCC(=O)Nc3nc(C)cs3)o2)cc1	-0.42
COc1ccc(N2C(=O)C(CC(=O)O)S/C2=C\C(C)=O)cc1 (configuration not stated)	-0.2
COc1ccc(CN(Cc2cc3ccc(C)cc3[nH]c2=O)Cc2nnnn2C2CCCC2)cc1	-2.8
O=C(Nc1ccccc1-c1nnn(CC(=O)N2CCCc3ccccc32)n1)c1ccc(Cl)cc1	-3.1
COC(C/C=C/[C@H](O)[C@H](C)OCc1ccccc1)OC	0.64
CCOC(=O)c1cc(CC)sc1NC(=O)Cc1ccsc1	-1.3
Cc1ccc(C)c(N2CCN(CC(=O)Nc3ccc([N+](=O)[O-])cc3C(=O)Nc3ccccc3F)CC2)c1	-1.2
CCOC(=O)C1CCCN(C(=O)C(C)Oc2ccc(Cl)cc2Cl)C1 (configuration not stated)	-0.98
CCOC(=O)c1c(CN2CCCCC2)n(C)c2cc(Br)c(O)cc12	0.17
Cc1cccc(CN2CCNC2=O)c1	0.88
COc1ccc(N2CCN(C(c3ccccc3)c3nnnn3Cc3ccc(F)cc3)CC2)cc1 (configuration not stated)	-4.6*
COc1ccc(CCNC(=O)CSc2nnc(-c3cccc(C)c3)o2)cc1OC	-0.77
Nc1ccc2oc(-c3ccccn3)nc2c1	-0.078
Cc1cc(-n2c(C)cc(C(=O)CSc3nnnn3-c3ccccc3)c2C)no1	-1.8
O=C(NCCC1=CCCCC1)N[C@@H](Cc1ccccc1)C(=O)O	-1.3
COC(C/C=C/C(=O)[C@H](C)OCc1ccccc1)OC	1.8
C=CCOC(=O)C1=C[C@@H](c2ccc(Br)cc2)C[C@@H](OCCCCO)O1	-1.1
O=C(c1cccn(Cc2ccc(Cl)c(Cl)c2)c1=O)N1CCOCC1	0.033
Cc1onc(-c2ccccc2)c1C(=O)Nc1nc(-c2ccccc2)cs1	-3.4

(list continues)
SMILES	Cav32 inh
CCN(CC)CCOc1ccc(Br)cc1	0.82
CCn1cc(C(=O)NCCCN2CC(C)CC(C)C2)c2cc(OC)c(OC)cc2c1=O (configuration not stated)	0.75
COc1ccc(NC(=O)c2c(NC(=O)CNCc3ccco3)sc3c2CCC3)cc1	-1.2
CC(=O)Nc1ccc(NC(=O)c2ccccc2CC[N+](=O)[O-])cc1	0.54
Cc1nc(-c2c(-c3ccc(O)cc3O)noc2C(F)(F)F)cs1	-1.6
CCn1cc(C(=O)NCCCN(C)c2ccccc2)c(=O)c2cc(S(=O)(=O)N(C)C)ccc21	0.32
S=C(Nc1ccccc1)c1ccccn1	-1.3
C=CCOC(=O)C1=C[C@H](c2ccc(C(F)(F)F)cc2)C[C@H](OCCCCO)O1	-0.46
CC(=O)c1sc2nc(=O)c(C)nn2c1C	-0.23
Fc1ccccc1N1CCN(c2cnc3ccccc3n2)CC1	-0.047
O=C(Cc1ccc(Cl)cc1)Nc1ccc2oc(-c3ccncc3)nc2c1	1
COc1ccc(OC)c(N2C(N)=NC(N)=NC23CCCC3)c1	0.7
CC1CCN(C(=O)c2ccc(CSc3nc4ccncc4n3Cc3ccc(F)cc3)cc2)CC1	-2.9
COC(=O)c1cc2sccc2n1CC(=O)Nc1ccc(OC)c(OC)c1OC	0.038
COc1ccc(C(c2sc3ncnn3c2O)N2CCN(c3ccccc3F)CC2)cc1OC (configuration not stated)	-0.066

Single values from the results shown:
Cav32 inh, CN(C)/C=C(/C(=O)c1ccc(Cl)cc1Cl)S(=O)(=O)c1ccc(Cl)cc1 reads -0.057
Cav32 inh, COc1ccccc1-c1cc(C(=O)Nc2cc(C)nn2-c2ccccc2)no1 reads 0.24

Laid out differently: entries from further up
SMILES: COCCn1c(C)cc(C(=O)COC(=O)c2ccc(N3CCCC3=O)cc2)c1C
  Cav32 inh = 0.15
SMILES: Cc1cc(=O)oc2cc3c(cc12)OCCO3
  Cav32 inh = -0.65

Arranged by the number under Cav32 inh (descending): four from the list above
SMILES	Cav32 inh
COC(=O)c1ccc(NC(=O)c2cn(-c3cccc(C)n3)cn2)cc1	0.94
CS(=O)(=O)c1ccc2nc(NC(=O)C3C4C=CC(C4)C3C(=O)O)sc2c1 (configuration not stated)	0.64
C=CCNC(=O)c1ccc(C)cc1Cl	0.2
CCOC(=O)/C=c1\s/c(=C\c2c(OCC)ccc3ccccc23)c(=O)n1CC(=O)NCC1CCCO1 (configuration not stated)	-6.4*

Later entries.
SMILES	Cav32 inh
CC(=O)Oc1cccc(N2C(=O)C3CC=C(Cl)CC3C2=O)c1 (configuration not stated)	-0.32
COc1ccc(C2C(C(=O)Nc3cccnc3)=C(C)Nc3nc(-c4ccco4)nn32)cc1 (configuration not stated)	0.38
CCOC(=O)Nc1sc2nc(C)cc(C)c2c1-n1cccc1	0.84
O=C(COC(=O)Cn1cnc2ccccc21)NCCc1ccc(Cl)cc1	0.0091
Cc1cc(-c2nnc(SCC(=O)Nc3ccccc3C(F)(F)F)o2)c(C)n1-c1ccccc1	0.59
CCC1(C)Cc2ccccc2-c2c1c(=O)n(Cc1ccccc1)c1nnnn21 (configuration not stated)	-2.4
COc1ccc(CCCc2nnc(SCC(=O)Nc3ncc(C)s3)o2)cc1	-1.3
CC(C)c1nc(SCC(=O)N2CCOCC2)c2c(=O)n(C)c(=O)n(C)c2n1	0.086
Cc1cc(-c2ccco2)n(CC(=O)NCCCc2ccccc2)n1	-0.36
CCN(CC)S(=O)(=O)c1ccc(C(=O)Nc2ncn(Cc3ccccc3)n2)cc1	0.64
O=c1c2c3c(sc2n2cnnc2n1Cc1ccccc1)CN(Cc1ccccc1)CC3	0.7
c1ccc2c(N3CCOCC3)nc(N3CCOCC3)nc2c1	0.53
CC1(C)Cc2c(cnn2-c2ccccc2)-c2c1c1ccccc1n2CC(O)CCl (configuration not stated)	-0.17
C=CCOC(=O)C1=C(C)OC(N)=C(C#N)C1c1ccc2c(c1)OCO2 (configuration not stated)	-2.9
O=Cc1c(-[n+]2ccccc2)nc([O-])n1-c1ccccc1	-0.18
COCCn1nnnc1C(c1ccccc1)N1CCN(C)CC1 (configuration not stated)	0.81
Cc1ccc(CNC(=O)[C@H](C)[C@H]2C[C@]2(C)[C@H](NC(=O)OCc2ccccc2)c2ccccc2)o1	-3.7
O=C(Nc1ccc(S(=O)(=O)N2CCOCC2)cc1)C1CCCCC1	0.21
COc1ccccc1N1CCN(CCCNC(=O)Nc2ccccc2)CC1	-0.61
Cc1cc(C)cc(-c2nc(-c3ccncc3)no2)c1	-0.71
CN1CCN(S(=O)(=O)c2ccc(NC(=O)c3ccco3)cc2)CC1	-0.27
CC(C)C1COC(c2cccc3ccccc23)=N1 (configuration not stated)	0.28
COc1ccc(OCC(=O)N2CCN(C(=O)c3ccco3)CC2)cc1	0.042
COC(=O)[C@H](C)NC(=O)Nc1ccc(S(N)(=O)=O)cc1	-0.23
COc1ccccc1NC(=O)CSc1nc(O)cc(=O)[nH]1	0.12
COc1ccc(-c2c3c(=O)n(C)c(=O)n(C)c3cn2-c2cc(OC)ccc2OC)cc1	1.1
CCCn1c(SCC(=O)Nc2nc(C)c(C(=O)OC)s2)nnc1C(C)C	-0.056
COC(=O)C(C)(C(=O)OC)c1ccc([N+](=O)[O-])cn1	-0.025
COc1ccc(C(=O)c2c[nH]c(C(=O)NCc3cccnc3)c2)cc1	0.95
CCN(CC)S(=O)(=O)c1ccc(C)c(NC(=O)COC(=O)c2ccc(C)c(S(=O)(=O)N3CCOCC3)c2)c1	-4.2*
Clc1ccc(CNc2nc(N3CCOCC3)nc(N3CCOCC3)n2)cc1	-3.6
CCCCn1c(SCC(=O)Nc2nnc(C)s2)nc2c1c(=O)n(C)c(=O)n2C	0.25
CCOc1ccc(NC(=O)CC2C(=O)N(c3ccccc3)C(=S)N2Cc2ccccn2)cc1 (configuration not stated)	-3.8
CN(C)CCCn1c(-c2ccccc2)nc(=S)c2c1CCCC2	0.24
Cc1cccc(C(=O)Nc2c(C#N)c(C)c(C)n2Cc2ccccc2)c1	0.18
CCOC(=O)c1c(NC(=O)COC(=O)Cn2cnc3ccccc32)sc(C)c1C	-0.69
Cc1ccc(N2C(N)=NC(N)=NC2(C)C)c(C)c1	-0.22
O=C(CSc1nnc(-c2cccc(S(=O)(=O)N3CCOCC3)c2)n1C1CCCCCC1)NCc1ccccc1	-1
CN(C)CCSc1nc(N)c2c3c(sc2n1)CN(C)CC3	1.2
CC1CCN(C(=O)CCNS(=O)(=O)c2ccccc2)CC1	-0.64
CC(=O)C1=C(c2ccccc2)NC(=O)NC1c1ccccc1OCC(=O)NCc1ccccc1 (configuration not stated)	-1.2
CCOC(=O)C(C)Sc1nc(C2CC2)cc(C(F)(F)F)c1C#N (configuration not stated)	-2.8
NC(=O)C(CC(=O)O)NC(=O)[C@@H]1CCCCNc2c(I)cc([N+](=O)[O-])cc2C(=O)N[C@@H](CO)C(=O)NCC(=O)N1 (some centres not stated)	-0.49
O=C(N1CCN(c2ccccc2F)CC1)C12CC3CC(CC(C3)C1)C2	-3.3
CCO[C@@H]1OC(C(=O)O)=C[C@H](c2csc3ccccc23)[C@H]1CCCO	-1.2
COc1ccc(/C=C/C(=O)NC(=S)NNC(=O)Cc2cccs2)cc1OC	-0.95
CCC(C)NC(=O)CNC(=O)Cn1c(C)cc2ccccc2c1=O (configuration not stated)	-0.11
CCC(N)C12CC3CC(CC(O)(C3)C1)C2 (configuration not stated)	0.36
CN1CCN(C(=O)c2ccc3c(c2)NC(=O)C(N2CCOCC2)S3)CC1 (configuration not stated)	0.37
